Redox H2O2 prof = compounds producing H2O2 with reducing agent – biochemical, NIH compound library profiling, artefact control for MLSCN library redox annotation, primary screen; activation, % at 10 µM; DTT-dependent redox cycling H2O2, phenol red/HRP absorbance; 100% = 100 µM peroxide control, 0% = buffer; actives 0.03% (n = 200,000);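 active = activation of at least 50% relative to the plate's high and low controls in the primary single-dose screen; inactive = activation below 50%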;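 also: compound incubated with DTT at 0.8 mM final as the reducing agent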
PMI act = increases human mannose-6-phosphate isomerase activity. P34949. purified human PMI, coupled resazurin fluorescence, 20 min; hits give high values; 1 = vehicle control, 0 substrate-free wells. activation factor at 20 µM. actives 0.005% (n = 190,000). AID 1214;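 active = activation factor of 2 or more at 20 µM, relative to plate controls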
Target sequence (P34949 whole entry, looked up): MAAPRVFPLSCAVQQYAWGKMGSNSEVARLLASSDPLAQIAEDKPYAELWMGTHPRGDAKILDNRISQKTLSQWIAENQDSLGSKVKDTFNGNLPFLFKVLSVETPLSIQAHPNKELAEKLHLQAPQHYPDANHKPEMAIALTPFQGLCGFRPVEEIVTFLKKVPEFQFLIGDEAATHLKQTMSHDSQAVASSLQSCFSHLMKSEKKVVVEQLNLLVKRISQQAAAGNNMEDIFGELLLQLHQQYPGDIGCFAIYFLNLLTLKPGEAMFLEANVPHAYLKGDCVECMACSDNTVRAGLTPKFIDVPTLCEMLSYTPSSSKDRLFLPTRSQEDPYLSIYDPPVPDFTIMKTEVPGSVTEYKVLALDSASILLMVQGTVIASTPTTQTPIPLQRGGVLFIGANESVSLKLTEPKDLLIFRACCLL
S1P3 antag = blocks the human S1P3 receptor; Q99500; CHO S1P3 NFAT-BLA reporter, FRET fluorescence, antagonist mode; inhibition, % at 4.98 µM; actives 0.27% (n = 170,000); AID 485;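 active = inhibition above the plate cutoff, the mean inhibition of test wells on that plate plus 3 SD, cut at about 28% in these data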;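 also: cells challenged with S1P at its EC80 of 0.8 µM; blue over green emission ratio from cleaved BLA substrate after 4 h stimulation; 0% = S1P-stimulated wells and 100% = unstimulated DMSO-only wells; some compounds past the cut are filed as inactive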
Target sequence (Q99500 whole entry, looked up): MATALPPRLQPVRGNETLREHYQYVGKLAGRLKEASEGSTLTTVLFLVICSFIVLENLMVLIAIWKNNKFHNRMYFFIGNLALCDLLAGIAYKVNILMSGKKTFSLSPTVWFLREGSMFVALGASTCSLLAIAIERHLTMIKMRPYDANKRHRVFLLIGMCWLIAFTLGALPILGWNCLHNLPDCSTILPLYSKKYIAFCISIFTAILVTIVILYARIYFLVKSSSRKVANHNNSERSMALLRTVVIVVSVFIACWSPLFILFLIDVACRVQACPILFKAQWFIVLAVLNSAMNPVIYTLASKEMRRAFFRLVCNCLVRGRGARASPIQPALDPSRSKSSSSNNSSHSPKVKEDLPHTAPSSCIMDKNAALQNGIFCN
PMI act hi M6P = increases human PMI activity with near-saturating mannose 6-phosphate. coupled PMI enzyme assay, resazurin fluorescence, 20 min; hits give high values; 1 = untreated enzyme, 0 = substrate-free blank. activation factor at 20 µM. actives 0.34% (n = 190,000);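 active = activation factor of 2 or more at 20 µM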
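Material: human phosphomannose isomerase with PGI, G6PDH, diaphorase coupling enzymes; amount: PMI at 15 ng/mL final; also added: Mannose-6-phosphate 1.0 mM (near-saturating) plus 0.22 mM NADP+; incubation: enzyme reaction with compound 20 min at room temperature; signal: resorufin fluorescence (Ex 544/Em 590 nm) from resazurin via diaphorase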
TLR4-MyD88 BLA = blocks binding of human TLR4 to MyD88. actives 0.18% (n = 200,000). O00206+Q99836. HeLa CL3-4 TLR4/MyD88 BLA complementation, FRET ratio. inhibition, % at 8.4 µM; in the data active = inhibition above about 25%;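 also: 0% = vehicle and 100% = reference inhibitor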
Diaphorase inh = diaphorase inhibition or chemical oxidation counter-screen. AID 1217. actives 0.69% (n = 190,000). inhibition, % at 20 µM. diaphorase resazurin-to-resorufin fluorescence, NADH, 16 min; bacterial (C. kluyveri) enzyme, not human;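 active = primary screen inhibition at 20 µM above a set limit, cut at about 50% in these data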;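 also: plate controls were DMSO with full reaction for no effect and wells lacking NADH for full effect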
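Assay system: diaphorase enzyme from Clostridium kluyveri; Input: enzyme working solution with 0.14 U/mL diaphorase; Timing: 16 min at room temperature; Technique: resorufin fluorescence, excitation 544 nm, emission 590 nm; Benchmarks: positive control minus NADH, DMSO neutral control.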
Hsp70 act = switches on Hsp70 transcription. HeLa Hsp70 promoter luciferase reporter, luminescence; scaled: vehicle 0, proteasome-inhibitor control 100%. activation, % at 10 µM. actives 0.04% (n = 200,000);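 active = activation above the mean across all tested compounds plus 3 SD, cutoff set per campaign, cut at about 5.5% in these data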;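 also: 100% = MG132 at 30 µM as the positive control and 0% = DMSO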
Diaph act CS = diaphorase activation or chemical reduction counter-screen | Diaphorase/resazurin coupled assay, resorufin fluorescence, 16 min; hits give high values; 1 = vehicle wells, 0 = NADH-free wells | activation factor at 20 µM | actives 0.005% (n = 190,000);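 active = diaphorase activity raised at least twofold by the compound at 20 µM; inactive = activation factor below 2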
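Material: purified diaphorase enzyme from Clostridium kluyveri / Medium: HEPES pH 7.4 buffer with MgCl2 and Tween 20 / Schedule: enzyme reaction of 16 min at room temperature / Measured by: resorufin fluorescence, excitation 544 nm, emission 590 nm / Evaluation: rise in resorufin formation, marking diaphorase activation or chemical reduction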
L major viab = inhibitors of Leishmania major promastigote growth; inhibition, % at 10 µM; AID 1063; Leishmania major promastigotes, resazurin fluorescence viability; actives 9% (n = 200,000);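 also: promastigotes grown with compound for 44 hours at 28 °C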
G6PDH counter = L. mesenteroides G6PDH inhibition counter-screen; Purified L. mesenteroides G6PDH, diaphorase/resazurin coupled fluorescence, 45 min; inhibition, % at 5 µM; actives 0.12% (n = 200,000); AID 1020
RAM network inh = blocks the yeast RAM network. actives 1.8% (n = 190,000). AID 868. S. cerevisiae dse1pr::URA3 reporter, 5-FOA growth OD615, 2 d; analog-sensitive cbk1-as2 kinase mutant strain. inhibition, % at 50 µM;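 active = inhibition above a set limit, 3 SD over mean compound inhibition, cut at about 8.4% in these data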;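 also: 0% = DMSO-only wells with no growth and 100% = 10 µM 1-NA-PP1 full growth; inhibition rescues growth on 5-FOA so higher OD means more RAM inhibition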
* = called active by the depositor. Rule as the data show it, unless noted: active = inhibition above about 50%; inactive = the rest.

How did Cc1nc(-c2ccccc2)sc1C(=O)/C=C/c1ccc(Cl)cc1 do in these assays?
Redox H2O2 prof: -12; PMI act: 1; PMI act hi M6P: 1; TLR4-MyD88 BLA: 7; Diaphorase inh: 3; Hsp70 act: 0.1; Diaph act CS: 1; L major viab: 63*; G6PDH counter: 1; RAM network inh: 5.3

What do the screens show for `COc1ccc(CN(C(=O)CCC(=O)N2CCCCC2)c2nccs2)cc1OC`?
Redox H2O2 prof: 0.2; PMI act: 1.1; S1P3 antag: -3; PMI act hi M6P: 1; TLR4-MyD88 BLA: 4; Diaphorase inh: -12; Hsp70 act: -0.4; Diaph act CS: 1.1; L major viab: -5; G6PDH counter: -1; RAM network inh: -0.1

Results for Cc1cc(C)c(NC(=O)CCCN2CCN(C)CC2)c(C)c1 ?
Redox H2O2 prof: 0.1; PMI act: 1; S1P3 antag: -22; PMI act hi M6P: 1; TLR4-MyD88 BLA: -16; Diaphorase inh: 12; Hsp70 act: -0.4; Diaph act CS: 0.9; L major viab: -2; G6PDH counter: -6; RAM network inh: 0.0

Results for COc1ccc(CCNC(=O)CC(NS(=O)(=O)c2ccc(NC(C)=O)cc2)C(C)C)cc1OC (stereo not drawn) ?
Redox H2O2 prof: 0.3; PMI act: 1.1; S1P3 antag: 7; PMI act hi M6P: 1.1; TLR4-MyD88 BLA: -1; Diaphorase inh: 6; Hsp70 act: 0.2; Diaph act CS: 0.9; L major viab: -4; G6PDH counter: 7; RAM network inh: 1.2

What do the screens show for `COc1ccc2c(CC(=O)Nc3ccc(OC)c(S(=O)(=O)N4CCOCC4)c3)coc2c1`?
Redox H2O2 prof: -0.1; PMI act: 0.8; S1P3 antag: 7; PMI act hi M6P: 0.9; TLR4-MyD88 BLA: 5; Diaphorase inh: 25; Hsp70 act: -0.5; Diaph act CS: 0.7; L major viab: 5; G6PDH counter: -14; RAM network inh: 0.0

What do the screens show for `CCCCN1C(=O)CC(Nc2ccc(CC)cc2)C1=O` (stereo not drawn)?
Redox H2O2 prof: 0.6; PMI act: 0.8; S1P3 antag: -2; PMI act hi M6P: 0.8; TLR4-MyD88 BLA: -15; Diaphorase inh: 15; Hsp70 act: 0.1; Diaph act CS: 0.8; L major viab: 0; G6PDH counter: -6; RAM network inh: -0.8

What do the screens show for `COC(=O)Cc1cc(OC)c(OC)cc1Cc1cc(OC)c(OC)cc1CC(=O)OC`?
Redox H2O2 prof: -0.4; PMI act: 0.9; PMI act hi M6P: 1; TLR4-MyD88 BLA: -5; Diaphorase inh: 4; Hsp70 act: -0.2; Diaph act CS: 1; L major viab: 8; G6PDH counter: -18; RAM network inh: 1.0

How did CSc1nc2c(c(=O)[nH]1)C(c1ccccc1)C1=C(CC(C)(C)CC1=O)N2 (stereo not drawn) do in these assays?
Redox H2O2 prof: -1.6; PMI act: 1; S1P3 antag: -3; PMI act hi M6P: 1; TLR4-MyD88 BLA: 1; Diaphorase inh: 5; Hsp70 act: 0.3; Diaph act CS: 1; L major viab: -4; G6PDH counter: 5; RAM network inh: 6.5

What do the screens show for `O=C(NNC1=NCCC1)c1cccc(Br)c1`?
Redox H2O2 prof: -3.5; PMI act: 1; PMI act hi M6P: 1.1; TLR4-MyD88 BLA: -16; Diaphorase inh: -20; Hsp70 act: 0.0; Diaph act CS: 1.2; L major viab: -9; G6PDH counter: 17; RAM network inh: 0.4

Results for Brc1ccc(C=Nc2ccc(Nc3ccccc3)cc2)s1 ?
Redox H2O2 prof: -0.1; PMI act: 0.9; S1P3 antag: -1; PMI act hi M6P: 1; TLR4-MyD88 BLA: 3; Diaphorase inh: 1; Hsp70 act: -0.1; Diaph act CS: 1; L major viab: 1; G6PDH counter: -2; RAM network inh: 3.5

How did CC(C)c1[nH]c(=O)c(C#N)c2c1COC(C)(C)C2 do in these assays?
Redox H2O2 prof: 0.7; PMI act: 0.8; PMI act hi M6P: 0.9; TLR4-MyD88 BLA: 2; Diaphorase inh: 12; Hsp70 act: 0.0; Diaph act CS: 0.9; L major viab: -5; G6PDH counter: 15; RAM network inh: 0.2

What do the screens show for `CC(C)CCN1CCN(Cc2cccn2-c2cccnc2)CC1CCO` (stereo not drawn)?
Redox H2O2 prof: 0.1; PMI act: 1; S1P3 antag: -12; PMI act hi M6P: 1.1; TLR4-MyD88 BLA: 0; Diaphorase inh: 7; Hsp70 act: 0.1; Diaph act CS: 0.9; L major viab: -1; G6PDH counter: 10; RAM network inh: 1.0

Results for OCCNc1ncnc2c1ncn2Cc1ccccc1 ?
Redox H2O2 prof: -0.8; PMI act: 1; S1P3 antag: -14; PMI act hi M6P: 0.9; TLR4-MyD88 BLA: -9; Diaphorase inh: 13; Hsp70 act: -0.3; Diaph act CS: 0.9; L major viab: -1; G6PDH counter: 3; RAM network inh: -0.1

How did Cc1ccc(C(=O)NC(=S)Nc2ccccc2C(F)(F)F)c(C)c1 do in these assays?
Redox H2O2 prof: 1.0; PMI act: 0.8; PMI act hi M6P: 0.9; TLR4-MyD88 BLA: -4; Diaphorase inh: 31; Hsp70 act: -0.2; Diaph act CS: 0.7; L major viab: -7; G6PDH counter: 0; RAM network inh: 5.1

What do the screens show for `COc1ccc(CNS(=O)(=O)c2ccc(F)c(C(=O)Nc3ccc(OC)cc3)c2)cc1`?
Redox H2O2 prof: -1.0; PMI act: 1.1; S1P3 antag: -18; PMI act hi M6P: 1.1; TLR4-MyD88 BLA: -8; Diaphorase inh: 7; Hsp70 act: -0.3; Diaph act CS: 0.9; L major viab: -2; G6PDH counter: 3; RAM network inh: 5.3

Results for CCOC(=O)/C(O)=C(\C#N)c1nc2ccccc2[nH]1 ?
Redox H2O2 prof: -2.1; PMI act: 1; S1P3 antag: -6; PMI act hi M6P: 0.7; TLR4-MyD88 BLA: 3; Diaphorase inh: 20; Hsp70 act: 0.0; Diaph act CS: 0.8; L major viab: 19; G6PDH counter: 6; RAM network inh: -0.7

Results for CCOC(=O)c1ccccc1NC(=S)N1CCN(C2CCCCC2)CC1 ?
Redox H2O2 prof: 0.2; PMI act: 0.9; S1P3 antag: -1; PMI act hi M6P: 0.9; TLR4-MyD88 BLA: -7; Diaphorase inh: 22; Hsp70 act: -0.1; Diaph act CS: 0.8; L major viab: 48; G6PDH counter: 8; RAM network inh: 0.4

How did CCCCCc1ccc(CC(=O)Nn2c(C)nc3ccccc3c2=O)cc1 do in these assays?
Redox H2O2 prof: 0.5; PMI act: 0.9; PMI act hi M6P: 1; TLR4-MyD88 BLA: -10; Diaphorase inh: 12; Hsp70 act: -0.5; Diaph act CS: 0.9; L major viab: -3; G6PDH counter: 6; RAM network inh: 0.7

Results for CCC(=O)NC(c1cccc([N+](=O)[O-])c1)c1c(O)ccc2ccccc12 (stereo not drawn) ?
Redox H2O2 prof: -0.9; PMI act: 0.9; S1P3 antag: -32; PMI act hi M6P: 0.7; TLR4-MyD88 BLA: -1; Diaphorase inh: 46; Hsp70 act: 0.2; Diaph act CS: 0.5; L major viab: 6; G6PDH counter: 22; RAM network inh: 1.7

What do the screens show for `CN=C(Nc1ccc(Cl)cc1)c1cccc(C(F)(F)F)c1`?
Redox H2O2 prof: -2.4; PMI act: 1; PMI act hi M6P: 1; TLR4-MyD88 BLA: 4; Diaphorase inh: 7; Hsp70 act: -0.2; Diaph act CS: 0.9; L major viab: 2; G6PDH counter: 7; RAM network inh: 0.9

How did COc1nc(-c2cnccn2)sc1C do in these assays?
Redox H2O2 prof: -0.8; PMI act: 1.1; S1P3 antag: -11; PMI act hi M6P: 1.1; TLR4-MyD88 BLA: 1; Diaphorase inh: 0; Hsp70 act: -0.3; Diaph act CS: 1; L major viab: -1; G6PDH counter: 2; RAM network inh: 2.5

What do the screens show for `CCCCC(=O)OCC(=O)Nc1ccc(OC(F)F)cc1`?
Redox H2O2 prof: 2.4; PMI act: 0.9; S1P3 antag: 9; PMI act hi M6P: 0.9; TLR4-MyD88 BLA: -11; Diaphorase inh: 14; Hsp70 act: -0.4; Diaph act CS: 0.9; L major viab: -6; G6PDH counter: 0; RAM network inh: 1.0

What do the screens show for `Cc1sc2nc(SCC(=O)c3cccs3)n(Cc3ccco3)c(=O)c2c1C`?
Redox H2O2 prof: 1.8; PMI act: 1; S1P3 antag: 23; PMI act hi M6P: 1; TLR4-MyD88 BLA: 10; Diaphorase inh: 20; Hsp70 act: 0.2; Diaph act CS: 0.8; L major viab: -1; G6PDH counter: -54; RAM network inh: 2.9

Results for CCn1cc(C(=O)N2CCN(c3ccc(C(C)=O)cc3)CC2)c2cc(OC)c(OC)cc2c1=O ?
Redox H2O2 prof: 0.4; PMI act: 1; S1P3 antag: -3; PMI act hi M6P: 1; TLR4-MyD88 BLA: -5; Diaphorase inh: 2; Hsp70 act: -0.2; Diaph act CS: 1; L major viab: 5; G6PDH counter: 2; RAM network inh: 2.0

How did CC(O)Cn1cnc2c1c(=O)n(C)c(=O)n2C (stereo not drawn) do in these assays?
Redox H2O2 prof: -0.1; PMI act: 1; S1P3 antag: 10; PMI act hi M6P: 1; TLR4-MyD88 BLA: 9; Diaphorase inh: 6; Hsp70 act: -0.4; Diaph act CS: 0.9; L major viab: -1; G6PDH counter: 10; RAM network inh: 0.4

Results for COc1ccc(C(C)(C)C)cc1S(=O)(=O)N1CCN(C)CC1 ?
Redox H2O2 prof: 1.2; PMI act: 0.9; S1P3 antag: -12; PMI act hi M6P: 1; TLR4-MyD88 BLA: 22; Diaphorase inh: 6; Hsp70 act: -0.7; Diaph act CS: 0.9; L major viab: 3; G6PDH counter: 2; RAM network inh: 0.2

2 consecutive compounds already listed, for reference:
Results for CCn1cc(C(=O)N2CCN(c3ccc(C(C)=O)cc3)CC2)c2cc(OC)c(OC)cc2c1=O ?
Redox H2O2 prof: 0.4; PMI act: 1; S1P3 antag: -3; PMI act hi M6P: 1; TLR4-MyD88 BLA: -5; Diaphorase inh: 2; Hsp70 act: -0.2; Diaph act CS: 1; L major viab: 5; G6PDH counter: 2; RAM network inh: 2.0

How did CC(O)Cn1cnc2c1c(=O)n(C)c(=O)n2C (stereo not drawn) do in these assays?
Redox H2O2 prof: -0.1; PMI act: 1; S1P3 antag: 10; PMI act hi M6P: 1; TLR4-MyD88 BLA: 9; Diaphorase inh: 6; Hsp70 act: -0.4; Diaph act CS: 0.9; L major viab: -1; G6PDH counter: 10; RAM network inh: 0.4
